GC-B act: GC-B (human) receptor activation; P20594; HEK293-GC-B cells, CNP EC30, cGMP TR-FRET; 0% at EC30 CNP, 100% saturating CNP; activation, % at 10 µM; actives 0.11% (n = 370,000); AID 1920062;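 active means activation at 10 µM reaching about 35% in either raw or pattern-adjusted values, limit read from the data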
Tn6 DDE FP: disrupts Tn6 cyclic peptide binding to fibrin D-Dimer-E complex | P02675 | Fibrin DD(E) TRITC-Tn6 fluorescence polarization displacement | inhibition, % at 8.3 µM | actives 0.21% (n = 370,000) | AID 720509;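 active means inhibition above a per-campaign cutoff: mean of compounds within control limits plus 3 SD, cut at about 15% in these data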;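 further: 0% = median of all compound wells on the plate and 100% = blocking peptide control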
ASAP1 GAP inh: ASAP1 ArfGAP inhibition; AID 624377; ASAP1-stimulated ARF1 GTP hydrolysis, GDP FP detection; actives 0.19% (n = 360,000); inhibition, % at 16.5 µM; in the data active means inhibition above about 25%;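 further: 0% = vehicle with enzyme and substrate and 100% = no enzyme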
Target sequence (Q9ULH1 325-724 limits assumed): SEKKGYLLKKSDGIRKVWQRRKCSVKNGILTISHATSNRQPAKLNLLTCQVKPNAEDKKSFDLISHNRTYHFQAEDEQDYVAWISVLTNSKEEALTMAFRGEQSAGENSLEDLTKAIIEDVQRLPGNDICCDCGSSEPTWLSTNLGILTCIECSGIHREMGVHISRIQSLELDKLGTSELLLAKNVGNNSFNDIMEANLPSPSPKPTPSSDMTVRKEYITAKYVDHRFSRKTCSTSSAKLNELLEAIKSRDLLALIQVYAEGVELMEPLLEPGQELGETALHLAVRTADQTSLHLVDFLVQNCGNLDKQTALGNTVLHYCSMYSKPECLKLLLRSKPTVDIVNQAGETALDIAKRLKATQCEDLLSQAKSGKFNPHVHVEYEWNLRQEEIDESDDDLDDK
HGIII-sPLA2 inh: Inhibits HGIII-sPLA2 liposome hydrolysis, primary screen. Q9NZ20. inhibition, % at 12.2 µM. actives 0.56% (n = 370,000). QFRET BODIPY PC-A2 liposome hydrolysis, fluorescence;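 active means inhibition above mean plus 3 SD of compounds lying within the high and low control bounds, cut at about 19% in these data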;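 further: 0% = median of test compound wells and 100% = no enzyme DMSO wells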
rCAG RNA binder: binds r(CAG) RNA repeats. r(CAG) RNA repeat, TO-PRO-1 dye displacement fluorescence. inhibition, % at 3 µM. actives 1.3% (n = 370,000);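 active means inhibition above the plate cutoff, the mean of all test compounds on that plate plus 3 SD, cut at about 35% in these data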;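 further: 0% = DMSO alone and 100% = 100 µM mitoxantrone as full dye displacement; higher means more dye released from RNA so lower well fluorescence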
GC-A act: GC-A (human) enzyme activation; P16066; HEK293 GC-A cells, cGMP TR-FRET, EC30 ANP; 0% at EC30 ANP, 100% saturating ANP; activation, % at 10 µM; actives 0.14% (n = 370,000); AID 1671463; in the data active means activation above about 40%
ADAM10 inh: ADAM10 inhibition, QFRET primary screen; recombinant ADAM10, EDANS/DABCYL FRET peptide cleavage, 3 h; inhibition, % at 7 µM; actives 0.62% (n = 370,000);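 active means inhibition above a per-campaign cutoff equal to the mean of compounds falling between control-based bounds plus 3 SD, cut at about 20% in these data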;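 further: 0% = DMSO wells while the 100% control is not disclosed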
proKLK7 act: activators of human kallikrein-7 zymogen. P49862. activation, % at 7 µM. actives 0.9% (n = 370,000). purified proKLK7, EDANS-DABCYL substrate fluorescence; 100% is mature enzyme control, 0% vehicle. AID 652039;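 active means activation above the mean of all tested compounds plus 3 SD, computed per campaign excluding outliers beyond control limits, cut at about 13% in these data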
Target sequence (P49862 whole entry, looked up): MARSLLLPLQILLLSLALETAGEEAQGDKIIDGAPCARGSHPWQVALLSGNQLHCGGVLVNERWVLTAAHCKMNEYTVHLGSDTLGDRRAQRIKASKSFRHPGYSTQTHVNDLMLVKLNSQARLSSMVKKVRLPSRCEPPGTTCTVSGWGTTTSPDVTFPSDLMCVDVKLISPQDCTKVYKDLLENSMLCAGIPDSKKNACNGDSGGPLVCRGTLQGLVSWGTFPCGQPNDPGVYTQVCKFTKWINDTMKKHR
GAA850 FXN act: frataxin GAA850 promoter activation | activation, % at 6 µM | HEK293 lucGAA850 FXN promoter luciferase reporter, 24 h; percent of 10 µM SAHA response | AID 540364 | actives 0.56% (n = 360,000);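 active means activation above the average of all compounds screened plus 3 SD, cutoff fixed separately per campaign, cut at about 7.5% in these data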;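 further: 0% = DMSO wells and 100% = 10 µM SAHA wells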
ARFGAP1 inh: inhibits rat ARF GTPase activating protein 1 | inhibition, % at 16.5 µM | actives 0.26% (n = 360,000) | AID 651572 | Q62848 | Arfgap1-stimulated ARF1 GTP hydrolysis, GDP FP detection;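 active means inhibition above a per-plate limit, mean inhibition of low control wells plus 3 SD, cut at about 25% in these data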;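 further: 0% = DMSO wells with enzyme and 100% = wells lacking Arfgap1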
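System: truncated rat Arfgap1 GAP domain / Benchmarks: high control wells lacking Arfgap1, low control full reaction with DMSO / Times: compound-enzyme preincubation 20 min, reaction 120 min, detection 60 min, 25 °C / Repeats: one replicate per compound / Also added: human ARF1(Δ1-17)-GTP substrate / Measured by: Tracer-displacement fluorescence polarization with EDTA stop, 620/688 nm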
Numbers without * were called inactive; i = inactive; · = not tested or not shown. No enrichment for hits; overall some 4.5% were active at least once.

SMILES	GC-B act	Tn6 DDE FP	ASAP1 GAP inh	HGIII-sPLA2 inh	rCAG RNA binder	GC-A act	ADAM10 inh	proKLK7 act	GAA850 FXN act	ARFGAP1 inh
Cc1csc(SCC(=O)NCc2ccccc2Cl)n1	-3	7	8	4	-3	3	-9	0.1	3.3	-7
COc1ccc(N2CCN(C(=O)Cc3cccs3)CC2)cc1	1	4	-10	10	-1	-2	9	-0.2	0.4	-9
NC(=O)CSc1nnc(-c2ccc(S(=O)(=O)N3CCOCC3)cc2)n1CC1CCCO1 (stereo not drawn)	3	-2	-7	-1	0	1	4	0.1	-1.6	-9
O=C(CSc1nnc(NC(=O)C2CCC2)s1)NC1CC1	1	-3	-9	0	0	-4	-1	-1.1	-2.4	-9
CC1(C(=O)Nc2ccc3c(c2)OCCO3)CCN1C(=O)C1(c2ccc(Cl)cc2)CC1 (stereo not drawn)	-2	-3	-2	7	2	4	6	-1.0	-3.9	2
CN(C)c1oc(-c2ccccc2)nc1C#N	-3	1	-7	3	-1	-1	i	1.7	1.9	-1
COc1ccccc1C(=O)N/C(=C\c1ccccc1)C(=O)NC(C)C(=O)O (stereo not drawn)	1	-7	-1	7	5	-2	5	0.3	2.8	3
Brc1ccc2nc(-c3ccco3)c(CC3CCCCC3)n2c1	29	-11	3	0	28	32	-7	-0.6	·	-17
COc1ccccc1CN1CC(C(=O)NCCc2cn[nH]c2)CCC1=O (stereo not drawn)	3	3	-9	0	1	1	0	-0.2	-0.8	-10
Cc1ccc(NC(=O)CCc2c(C)nn(-c3ccc(N4CCOCC4)nn3)c2C)c(C)c1	-3	-5	9	-4	-8	2	-3	0.8	0.7	4
CCCCN(C)C(=O)c1nc2ccccn2c1CN1CCN(c2ccccn2)CC1	-1	1	-4	3	-8	0	-3	-0.1	-0.4	3
O=C(NCc1ccc(Cl)cc1)C1CCCN1C(=O)Nc1ccc(F)cc1 (stereo not drawn)	1	6	-6	7	0	-1	-11	0.4	1.5	-5
COc1ccc(S(=O)(=O)/N=C2/NC(=O)/C(=C/c3ccco3)S2)cc1	3	1	-4	-17	85*	1	-9	-0.4	0.5	-22
CCOC(=O)[C@@H]1[C@H]2COc3cc(OC)ccc3[C@@H]2N2C(=O)N(c3ccc(C(F)(F)F)cc3)C(=O)[C@]12C	-1	2	5	-1	1	2	6	-0.1	-1.3	-1
COCCN1C(=O)N[C@@H](c2ccccc2)[C@@H](C(=O)OC)[C@H]1C	-1	-8	-13	-5	-5	0	-7	-0.7	2.1	8
Nc1[nH]c(C(=O)c2ccccc2)c(-c2ccncc2)c1C(=O)NC1CC1	3	-1	4	5	2	0	3	0.9	·	6
CN1CC(=O)NC1=NC(=O)C12CC3CC(CC(C3)C1)C2	6	5	9	-8	-2	-3	-17	-0.2	-1.3	-3
C=CCN(CC=C)C(=O)CN1C(=O)NC(c2ccccc2)(c2ccccc2)C1=O	0	-2	-1	-2	-7	-9	4	-0.2	0.0	3
Cc1cccc(N=C2NC(=O)c3cc([N+](=O)[O-])ccc32)c1	-2	0	3	0	2	3	2	0.0	0.5	10
Cc1nc2ccc(Cl)cc2c(-c2ccccc2F)c1CC(=O)O	2	-1	-6	5	9	5	1	0.4	3.5	14
C[C@H](CO)N1C[C@H](C)[C@@H](CN(C)Cc2ccncc2)Oc2c(cccc2N(C)C)C1=O	-3	6	0	3	-2	-1	4	0.4	-2.0	-7
COCCCn1c(SCC(=O)NC2CCCC2)nnc1-c1ccco1	7	3	-4	1	-2	3	-6	0.2	-0.2	-13
Cc1ccc(-n2nnc3c(=O)n(CC(=O)NCC4CCCO4)cnc32)cc1 (stereo not drawn)	-4	-5	19	-3	2	4	6	0.0	-1.3	-8
COc1ccc(N(CC(O)Cn2cnc3ccccc32)S(=O)(=O)c2ccc(C)cc2)cc1 (stereo not drawn)	27	-4	3	-58	5	-3	22*	0.5	-1.2	4

Sorted by SMILES length (smallest number first): part of the list above.
SMILES	GC-B act	Tn6 DDE FP	ASAP1 GAP inh	HGIII-sPLA2 inh	rCAG RNA binder	GC-A act	ADAM10 inh	proKLK7 act	GAA850 FXN act	ARFGAP1 inh
COCCCn1c(SCC(=O)NC2CCCC2)nnc1-c1ccco1	7	3	-4	1	-2	3	-6	0.2	-0.2	-13
Cc1nc2ccc(Cl)cc2c(-c2ccccc2F)c1CC(=O)O	2	-1	-6	5	9	5	1	0.4	3.5	14
CN1CC(=O)NC1=NC(=O)C12CC3CC(CC(C3)C1)C2	6	5	9	-8	-2	-3	-17	-0.2	-1.3	-3
O=C(NCc1ccc(Cl)cc1)C1CCCN1C(=O)Nc1ccc(F)cc1 (stereo not drawn)	1	6	-6	7	0	-1	-11	0.4	1.5	-5
CCCCN(C)C(=O)c1nc2ccccn2c1CN1CCN(c2ccccn2)CC1	-1	1	-4	3	-8	0	-3	-0.1	-0.4	3
Cc1ccc(-n2nnc3c(=O)n(CC(=O)NCC4CCCO4)cnc32)cc1 (stereo not drawn)	-4	-5	19	-3	2	4	6	0.0	-1.3	-8
Nc1[nH]c(C(=O)c2ccccc2)c(-c2ccncc2)c1C(=O)NC1CC1	3	-1	4	5	2	0	3	0.9	·	6
COc1ccc(S(=O)(=O)/N=C2/NC(=O)/C(=C/c3ccco3)S2)cc1	3	1	-4	-17	85*	1	-9	-0.4	0.5	-22
C=CCN(CC=C)C(=O)CN1C(=O)NC(c2ccccc2)(c2ccccc2)C1=O	0	-2	-1	-2	-7	-9	4	-0.2	0.0	3
COc1ccc(N(CC(O)Cn2cnc3ccccc32)S(=O)(=O)c2ccc(C)cc2)cc1 (stereo not drawn)	27	-4	3	-58	5	-3	22*	0.5	-1.2	4
C[C@H](CO)N1C[C@H](C)[C@@H](CN(C)Cc2ccncc2)Oc2c(cccc2N(C)C)C1=O	-3	6	0	3	-2	-1	4	0.4	-2.0	-7
CCOC(=O)[C@@H]1[C@H]2COc3cc(OC)ccc3[C@@H]2N2C(=O)N(c3ccc(C(F)(F)F)cc3)C(=O)[C@]12C	-1	2	5	-1	1	2	6	-0.1	-1.3	-1

Compound activity deposited in PubChem by several laboratories.
